Compound activity as filed in PubChem BioAssay.
KB-3-1 tox: KB-3-1 parental cell cytotoxicity. AID 1347075. 400,000 tested, 1.4% active. KB-3-1 viability, CellTiter-Glo ATP luminescence, 72 h. Potency, µM (doses to about 46.1 µM), for the others: at the highest dose activity change, negative = cytotoxic, usual class: cytotoxic; note: potency is the fitted concentration of half-maximal effect; % is set by controls: 0 for no effect and ±100 for the full control effect; nearly all actives have a fitted effect of over 60% in size
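Here the drug-naive KB-3-1 line serves as comparator for MDR sub-line selectivity; cells received compound titrations, 72 h at 37 °C, then CellTiter-Glo readout.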
MCF10A rereplic: inducers of DNA re-replication in MCF 10A breast cells. MCF 10A DNA re-replication, Hoechst nuclear intensity, 48 h. Potency, µM (top dose mostly 46.1 µM), without a hit: at the top dose activity, positive = re-replication, actives largely listed as activators. 350,000 tested, 2.9% active. AID 624296; note: potency is the fitted concentration of half-maximal effect; % of control where 0% means no effect; nearly all actives have a fitted effect of over 50% in size
KB-V1 MDR tox: kills drug-selected multidrug resistant KB-V1 cells. 400,000 tested, 3.4% active. AID 1347076. KB-V1 MDR cells viability, CellTiter-Glo, 72 h. Potency, µM (titrated, usually from 46.1 µM), without a hit: top-dose activity change, negative = cytotoxicity, hits mostly cytotoxic; note: potency is the fitted concentration of half-maximal effect; % is set by controls: 0 for no effect and ±100 for the full control effect; nearly all actives have a fitted effect of over 60% in size
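In this primary screen, KB-V1 cells overexpressing P-gp are incubated with library compounds (lowest to highest concentration) for 72 h at 37 degrees C before a luminescent ATP viability read.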
HT1080NT lethal: kills 2HG-producing HT-1080-NT fibrosarcoma cells | HT-1080-NT fibrosarcoma viability, CellTiter-Glo ATP luminescence, 48 h | Potency, µM (doses to about 46.1 µM), for inactives: top-dose activity, negative = less viability, hits mostly cytotoxic | 360,000 tested, 1.6% active;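 note: NT is the 2HG producing partner of a matched IDH1 knockdown line; potency is the fitted concentration of half-maximal effect; 0% = DMSO-treated cells and -100% = media-only wells without cells; nearly all actives have a fitted effect of over 55% in size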
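Toxicity toward the 2HG-producing NT line was scored as %Activity, normalised to DMSO and no-cell wells, from CellTiter-Glo luminescence after 48 hours' treatment.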
ATXN2 expr inh: ATXN2 expression inhibition; Potency, µM (series often up to 57 µM), inactives show at the top dose activity change, negative = inhibition, hits mostly inhibitors; 360,000 tested, 0.72% active; HEK-293 ATXN2-luciferase reporter, luminescence, 24 h; AID 1745845; note: potency is the fitted concentration of half-maximal effect; % is set by controls: 0 for no effect and ±100 for the full control effect; nearly all actives have a fitted effect of over 55% in size
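qHTS (up to 57 uM final) was run with 24 h compound exposure of reporter cells at 37 °C. Each well was multiplexed: SteadyGlo luminescence measured ATXN2-luciferase expression after a fluorogenic Gly-Phe-AFC viability readout (25 uM final).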
HT1080 IDH1KD tx: toxicity to HT-1080 IDH1 knockdown cells (counter line); HT-1080 IDH1 knockdown viability, ATP luminescence, 48 h; AID 686971; 360,000 tested, 2% active; Potency, µM (doses to about 46.1 µM), for the others: top-dose activity, negative = toxicity, actives largely listed as cytotoxic;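 note: potency is the fitted concentration of half-maximal effect; 0% = DMSO wells and -100% = cell-free medium wells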
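Viability of IDH1-knockdown HT-1080 fibrosarcoma cells was assessed by CellTiter-Glo after 48 h at 37 °C with titrated compound; concentration-effect curves were classified by fit quality and response size.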
IL-1B inflam inh: inhibitors of inflammasome signaling (IL-1 beta secretion); activity change, % at 57.5 µM; AID 743279; 360,000 tested, 4.7% active; THP-1 LPS/ATP IL-1B secretion, AlphaLISA, 16 h; stronger effect = lower value; in the data active = activity change below about -50%; inconclusive = mostly about -30% to -49%; note: % is set by controls: 0 for no effect and ±100 for the full control effect
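THP-1 cells pretreated 1 hr with compounds (up to 57.5 uM final), then stimulated with LPS (250 ng/mL final) plus ATP (1.25 mM final); secreted IL-1B measured by AlphaLISA after 16 hr, decreased signal indicating inhibition.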
SW480 rerep: induces DNA re-replication in SW480 colon adenocarcinoma cells | SW480 DNA re-replication, Hoechst DNA content imaging, 48 h | Potency, µM (highest dose often 46.1 µM), without a hit: at the top dose re-replication activation, most hits filed as activators | 340,000 tested, 1.8% active | AID 624297; note: potency is the fitted concentration of half-maximal effect; % of control where 0% means no effect; nearly all actives have a fitted effect of over 55% in size
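Readout is total intensity of Hoechst-stained nuclei, excited at 405 nm and collected at 500-530 nm. Compound treatment lasted 48 hr at 37 C in 5% CO2 before staining.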
S2 tox: cell viability loss in ATXN counter-screen. 400,000 tested, 0.49% active. S2 cells (HEK-293 line with an ATXN2-luciferase reporter) viability, CellTiter-Fluor protease fluorescence, 24 h. Potency, µM (highest dose often 56.7 µM), actives largely listed as cytotoxic; note: potency is the fitted concentration of half-maximal effect; nearly all actives have a fitted effect of over 40% in size
Numbers without * were called inactive; i = inactive; ? = inconclusive; . = not tested or not shown; & = joins results of further samples; [ ] = remark or other dose. Unless noted, calls come from the whole dose curve; as a rule, active = well fitted curve in the direction sought with a large enough effect; inconclusive = small, poorly fitted or top-dose-only effect, or another doubt; inactive = no such curve, though single readings can be large; an effect the other way counts as inactive or inconclusive.

The line under a structure holds: KB-3-1 tox	MCF10A rereplic	KB-V1 MDR tox	HT1080NT lethal	ATXN2 expr inh	HT1080 IDH1KD tx	IL-1B inflam inh	SW480 rerep	S2 tox
CSCC[C@H](NC(=O)OC(C)(C)C)C(=O)N/N=C/c1c(C)[nH]c(=O)[nH]c1=O
  ?	2%	-28%	8%	5%	3%	5	17%	?
COc1ccc(/C(C)=N/NC(=O)C2C3CCCCC32)c(OC)c1 (stereo not given)
  9%	1%	7%	?	4%	25%	4	-1%	i
CCOC(=O)c1cc(NC(=O)c2ccc(Cl)cc2)c(=O)oc1-c1ccccc1
  -4%	-90%[0.0737 µM]	-14%	4%	?	24%	-30	-3%	?
O=S(=O)(c1ccc(Br)c2ccccc12)N1CCOCC1
  -3%	-4%	-10%	-3%	9%	-8%	-14	1%[9.22 µM]	i
COc1cccc(CN2CCN(Cc3ccc(O)c(OC)c3)CC2CCO)c1 (stereo not given)
  2%	-2%	-4%	1%	-15%	7%	-9	-2%	i
CCOc1ccc(C(=O)Nc2c3c(nn2-c2ccccc2)CS(=O)(=O)C3)cc1
  13%	-2%	-5%	4%	1%	-2%	12	-3%	i
CC(C)(C)OC(=O)NCc1ccc(CNC(=O)c2[nH]cnc2C(=O)NC2CCN(C(=O)OC(C)(C)C)CC2)cc1
  ?	18µM*	0%	-25%	?	-28%	17	-7%	.
Cc1ccc2c(Cl)cc(Cl)c(OCC(=O)NC3CCS(=O)(=O)C3)c2n1 (stereo not given)
  -1%	5%	-26%	-17%	-22%	-6%	-1	16%	i
CCCNC(=O)CNC(=O)c1ccc(C#N)cc1
  0%	-8%	?	3%	1%	9%	4	-40%[inhibitor]	i
Brc1ccc(-c2nnc(-c3ccccc3)c(N3CCSCC3)n2)cc1
  -17%	6%	?	-13%	26%	-10%	-1	-3%	i
C=CCN1CCc2nc(N)sc2CC1
  0%	-7%&-4%	7%	15%	3%&-4%	9%	-4	-10%&-1%	i
Cc1cccnc1NC(=O)c1ccc(OCc2c(C)noc2C)cc1
  0%	1%	0%	10%	23%	17%	-16	1%	i
CCCOc1ccc2oc(=O)c3c(c2c1)CCCN3C(=O)CN1CCCC(C(=O)OCC)C1 (stereo not given)
  -21%	10%	12µM*	-4%	-16%	-7%	10	3%	i
c1ccc(CSc2nnc3ccc(-c4cccs4)nn23)nc1
  21%	1%	0%	14%	7%	8%	-19	-1%	i
CC(=O)N1CCc2c(sc3c2c(=O)n(-c2cc(Cl)ccc2C)c(=O)n3Cc2ccccc2F)C1
  14%	.	0%	.	?	.	.	.	?
COC(=O)c1ccc(N=CC2=C(O)CC(c3ccccc3)CC2=O)cc1 (stereo not given)
  6%	12%	?	13%	-6%	15%	9	0%	i
CCCCC(=O)c1ccc(O)cc1
  -7%	-2%	2%	-3%	26%	3%	19	-12%	i
COc1ccccc1-c1cc(C(=O)NCc2ccccc2)no1
  16%	14%	0%	4%	13%	2%	-12	3%	i
Cc1cc(C)nc(NNC2=CC(=O)CC(C)(C)C2)n1
  -1%	5%	-1%	-2%	-15%	-6%	32	0%	i
O=C(COc1ccccc1N1C(=O)c2ccccc2C1=O)c1ccc(Cl)cc1
  21%	-38%	12%	1%	19%	-9%	19	-8%	i
COc1ccccc1NC(=S)N(CCc1c(C)[nH]c2ccccc12)Cc1cccs1
  ?	14%	?	-19%	?	-26%	-27	-4%	?
CN(C)CCCN(C(=O)c1ccc(S(=O)(=O)N(C)Cc2ccccc2)cc1)c1nc2cc3c(cc2s1)OCO3
  4%	11%	?	?	?	?	-51*	?	?
COc1ccccc1N1CCN(C(=O)CN(Cc2ccc(Cl)cc2)S(C)(=O)=O)CC1
  -23%	-2%	?	-4%	-19%	-16%	-10	-4%	i
CCCNC(=O)c1cc(C2CCCN(S(=O)(=O)c3cccc4cccnc34)C2)on1 (stereo not given)
  0%	.	-25%	0%	-14%	12%	23	.	i
O=C(CCc1ccccc1)NC(=S)Nc1ccc2c(c1)C(=O)OC2
  0%	3%	18%	3%	.	10%	16	-18%	i
OC(CSc1c(Cl)cccc1Cl)CN1CCN(c2ccc(F)cc2)CC1 (stereo not given)
  -26%	?	-12%	17%	-13%	6%	-7	51%	i
Cn1c(=O)c2sccc2n2c(CCCC(=O)N3CCCCC3)nnc12
  2%	-3%	13%	3%	.	2%	23	-9%	i
Cn1nnnc1P(=O)(c1ccccc1)c1ccccc1
  -7%	4%	-1%	4%	6%	-1%	6	-4%	i
Cc1ccc(CNS(=O)(=O)c2ccc3c(c2)NC(=O)C(C)S3)cc1 (stereo not given)
  6%	3%	-4%	0%	-8%	-24%	55	-1%	i
C/C(=N/NC(=O)c1ccncc1)c1ccccc1
  12%	-4%	?	11%	16%	22%	0	-74%[inhibitor]	i

Brought forward from above: 2 compounds, followed by the next part.
The line under a structure holds: KB-3-1 tox	MCF10A rereplic	KB-V1 MDR tox	HT1080NT lethal	ATXN2 expr inh	HT1080 IDH1KD tx	IL-1B inflam inh	SW480 rerep	S2 tox
Cc1ccc(CNS(=O)(=O)c2ccc3c(c2)NC(=O)C(C)S3)cc1 (stereo not given)
  6%	3%	-4%	0%	-8%	-24%	55	-1%	i
C/C(=N/NC(=O)c1ccncc1)c1ccccc1
  12%	-4%	?	11%	16%	22%	0	-74%[inhibitor]	i
O=C(CSc1cccc[n+]1[O-])Nc1ccccc1C(F)(F)F
  -4%	5%	0%	3%	-3%	10%	6	-1%	i
CCOC(=O)c1c(C)nn(-c2ccc(NC(=O)c3c(C)noc3C)cc2)c1C
  7%	14%	-2%	-15%	?	-2%	-14	-2%	i
O=C(CN1C2CCCC1CC(NC(=O)c1ccccc1)C2)Nc1ccccc1C(F)(F)F (stereo not given)
  0%	?	-24%	-3%	-35%	3%	-28	?	?
CC(C)N(Cc1nc(-c2ccc(Cl)cc2)no1)C(=O)c1ccco1
  ?	.	-29%	.	?	.	.	.	?
Cc1cccc(Nc2nc(N)c([N+](=O)[O-])c(N3CC(C)CC(C)C3)n2)c1 (stereo not given)
  ?	26%	21µM*	16µM*	-16%	21µM*	-101*	?	?
CCCCN(c1ccccc1)S(=O)(=O)c1cccc2cccnc12
  1%	2%	?	9%	.	0%	33	2%	i
O=C(Nc1cccnc1)c1ccc(-c2ccc(Cl)cc2)o1
  -11%	-17%	-4%	?	16%	11%	-8	-12%	i
CC(C)(C)[C@H]1C=C(C(=O)NCc2nc3ccccc3[nH]2)O[C@@H](OCCCCO)C1
  7%	14%	3%	7%	0%	0%	3	-16%[9.22 µM]	i
O=C(OCc1ccccc1)N1CCC2CC1c1cc(N3CCCCC3)ccc12 (stereo not given)
  0%	-6%	0%	-1%	77%[activator]	-13%	-1	23%	i
CCOc1ccccc1C(=O)NC(C(=O)Nc1ccccc1N1CCOCC1)C(C)C (stereo not given)
  -3%	-1%	-9%	-3%[9.24 µM]	-12%	-2%	-20	-1%	i
Cc1ccc(F)cc1C(=O)N1CCCC(c2cc(C(=O)NCc3ccccc3)no2)C1 (stereo not given)
  0%	.	?	7%	1%	4%	-8	.	i
O=C(c1ccc(F)cc1)N1CCC(C(=O)N2CCN(Cc3ccc4c(c3)OCO4)CC2)CC1
  5%	11%	-12%	0%	-15%	-5%	-5	3%	?
O=C(Nc1ccc2c(c1)Cc1ccccc1-2)c1cccnc1
  -23%	1%	?	-6%	.	-2%	-1	-8%	i
O=C(NC1CC1)c1ccc(CSCc2ccccc2Cl)o1
  -13%	14%	-11%	?	.	?	5	-8%	i
O=C(Cc1ccccc1)Nc1nnc(-c2cccs2)s1
  -2%	0%	-12%	22%	2%	15%	-7	4%	i
COC(=O)c1cc(NC(=O)c2cc(C(C)(C)C)nn2Cc2ccc(F)cc2)ccc1N1CCOCC1
  -16%	25%	?	-14%	.	-7%	?	11%	?
COc1ccccc1N1CCN(C(=O)c2cc3c(=O)n4ccccc4nc3s2)CC1
  -3%	1%	?	6%[9.24 µM]	2%	-2%	-11	?	i
COc1cc(OC)cc(-c2oc(=O)c3cc(OC)c(OC)cc3c2C#CCCO)c1
  15%	-1%	9%	0%	9%	-9%	0	-6%	?
CCOC(=O)c1sc(NC(=O)CSc2nnc(Cc3ccccc3)o2)c(C#N)c1C
  -6%	9%	?	8%	0%	-4%[9.24 µM]	-19	-11%	i
CCOC(=O)NC(=O)COC(=O)c1cccc2ccccc12
  8%	-6%	-1%	12%	0%	14%	-7	-6%	i
Cc1ccc(CCN2C(=O)CCC2(C)C(=O)NC2CCCC2)cc1 (stereo not given)
  -4%	-4%	8%	0%	5%	3%	-6	-5%	i
Cc1ccccc1N(C(=O)c1ccccn1)C(C(=O)NCc1ccccc1)c1cccnc1 (stereo not given)
  0%	-1%	9%	16%	5%	-1%	-2	-9%	i
O=C(CSc1nnc(NC(=O)c2ccco2)s1)Nc1ccccc1Br
  12%	-6%	2%	-1%	6%	1%	5	-2%	i
CC(/C=C/C1(O)C(C)CC(O)CC1(C)C)OC1OC(CO)C(O)C(O)C1O (stereo not given)
  -5%	1%	?	16%	8%	7%	3	3%	i
COc1ccc2[nH]cc(CC(=O)O)c2c1
  0%	-2%	-32%	-3%	-12%	-1%	7	-21%	i
CCOc1ccc(OCC)c(NC(=O)CCS(=O)(=O)c2ccc(C)cc2)c1
  0%	-9%	-1%	-3%	.	12%	-8	-8%	?
CC1CCCN(c2cc3c(cc2[N+](=O)[O-])C(=O)N(c2ccccc2)C3=O)C1 (stereo not given)
  -2%	1%	12%	14%	-3%	10%	-2	-2%	i
Cc1ccc(C(=O)N2CC=C(c3ccccc3)CC2)o1
  -1%	15%	4%	16%	2%	18%	-21	?	i
O=C(NC(N1CCOCC1)C(Cl)(Cl)Cl)c1ccc(Br)cc1 (stereo not given)
  4%	-1%	-6%	3%	-25%	4%	0	0%	i
